Efa HMGR inh: blocks class II HMG-CoA reductase of Enterococcus faecalis; purified E. faecalis HMGR, NADPH absorbance 340 nm kinetic; inhibition, % at 10 µM; 190,000 tested, 0.41% active; AID 1066;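 active = inhibition above a set limit, the median over all tested compounds plus 3 SD, cut at about 9.5% in these data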;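 also: enzyme runs in reverse so mevalonate oxidation gives rising NADPH absorbance; 0% = complete reaction with DMSO and 100% = background rate lacking mevalonate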
TNAP inh no acc: blocks human TNAP activity with no phosphate acceptor present; purified TNAP, CDP-star luminescence, 30 min; 200,000 tested, 0.26% active; inhibition, % at 20 µM;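 active = tissue-nonspecific alkaline phosphatase inhibition above about 50% at 20 µM in the single-dose screen, limit read from the data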;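 also: 0% = DMSO negative control and 100% = EDTA positive control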
Target sequence (P05186 whole entry, looked up): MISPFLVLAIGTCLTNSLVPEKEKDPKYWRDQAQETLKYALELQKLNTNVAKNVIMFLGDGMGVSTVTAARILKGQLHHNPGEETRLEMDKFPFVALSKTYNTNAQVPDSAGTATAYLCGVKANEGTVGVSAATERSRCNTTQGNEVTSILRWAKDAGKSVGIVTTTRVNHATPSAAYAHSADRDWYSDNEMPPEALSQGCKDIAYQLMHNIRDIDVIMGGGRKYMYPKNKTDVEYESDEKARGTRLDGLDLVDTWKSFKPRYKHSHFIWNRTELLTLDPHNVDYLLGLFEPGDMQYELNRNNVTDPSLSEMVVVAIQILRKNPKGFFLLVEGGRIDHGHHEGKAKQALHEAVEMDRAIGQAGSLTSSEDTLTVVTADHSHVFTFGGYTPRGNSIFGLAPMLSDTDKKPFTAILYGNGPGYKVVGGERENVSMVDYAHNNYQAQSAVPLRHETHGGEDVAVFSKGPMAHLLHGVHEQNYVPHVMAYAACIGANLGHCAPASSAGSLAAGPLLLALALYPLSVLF
Hsp70 activator: Hsp70 transcriptional activation, primary screen; activation, % at 10 µM; 200,000 tested, 0.04% active; HeLa Hsp70 promoter luciferase reporter, luminescence; scaled: vehicle 0, proteasome-inhibitor control 100%;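 active = activation above the mean across all tested compounds plus 3 SD, cutoff set per campaign, cut at about 5.5% in these data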;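 also: 100% = MG132 at 30 µM as the positive control and 0% = DMSO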
PMI act hi M6P: PMI (human) activation, high substrate | 190,000 tested, 0.34% active | activation factor at 20 µM | coupled PMI enzyme assay, resazurin fluorescence, 20 min; stronger effect = higher value; 1 = untreated enzyme, 0 = substrate-free blank | AID 1216;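 active = activation factor of 2 or more at 20 µM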
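Material: human phosphomannose isomerase with PGI, G6PDH, diaphorase coupling enzymes; amount: PMI at 15 ng/mL final; also added: Mannose-6-phosphate 1.0 mM (near-saturating) plus 0.22 mM NADP+; incubation: enzyme reaction with compound 20 min at room temperature; signal: resorufin fluorescence (Ex 544/Em 590 nm) from resazurin via diaphorase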
PMI activator: activators of human phosphomannose isomerase; P34949; purified human PMI, coupled resazurin fluorescence, 20 min; stronger effect = higher value; 1 = vehicle control, 0 substrate-free wells; activation factor at 20 µM; 190,000 tested, 0.005% active;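 active = activation factor of 2 or more at 20 µM, relative to plate controls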
S1P3 antag: S1P3 (human) receptor antagonism. Q99500. CHO S1P3 NFAT-BLA reporter, FRET fluorescence, antagonist mode. inhibition, % at 4.98 µM. 170,000 tested, 0.27% active. AID 485;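 active = inhibition above the plate cutoff, the mean inhibition of test wells on that plate plus 3 SD, cut at about 28% in these data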;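 also: cells challenged with S1P at its EC80 of 0.8 µM; blue over green emission ratio from cleaved BLA substrate after 4 h stimulation; 0% = S1P-stimulated wells and 100% = unstimulated DMSO-only wells; some compounds past the cut are filed as inactive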
Target sequence (Q99500 whole entry, looked up): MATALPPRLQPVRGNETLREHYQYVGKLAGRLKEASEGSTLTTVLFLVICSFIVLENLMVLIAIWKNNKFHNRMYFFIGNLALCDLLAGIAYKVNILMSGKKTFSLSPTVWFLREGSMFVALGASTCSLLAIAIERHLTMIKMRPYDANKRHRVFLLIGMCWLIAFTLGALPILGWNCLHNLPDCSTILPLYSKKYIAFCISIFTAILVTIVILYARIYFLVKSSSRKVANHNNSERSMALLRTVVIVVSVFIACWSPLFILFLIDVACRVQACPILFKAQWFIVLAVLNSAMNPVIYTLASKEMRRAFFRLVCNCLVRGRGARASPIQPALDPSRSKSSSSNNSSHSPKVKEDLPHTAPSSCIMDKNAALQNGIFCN
DTT redox prof: compounds producing H2O2 with reducing agent – biochemical, NIH compound library profiling, artefact control for MLSCN library redox annotation, primary screen | DTT-dependent redox cycling H2O2, phenol red/HRP absorbance; 100% = 100 µM peroxide control, 0% = buffer | activation, % at 10 µM | 200,000 tested, 0.03% active | AID 878;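 active = activation of at least 50% relative to the plate's high and low controls in the primary single-dose screen; inactive = activation below 50%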;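 also: compound incubated with DTT at 0.8 mM final as the reducing agent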
TNAP inh hiacc: blocks human TNAP under high phosphate acceptor concentration; purified TNAP, CDP-star luminescence, 1 M DEA; 200,000 tested, 0.03% active; AID 1135; inhibition, % at 20 µM;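 active = over 50% inhibition of tissue-nonspecific alkaline phosphatase at 20 µM in the single-dose screen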;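 also: plate controls were DMSO wells for no effect and EDTA-quenched wells as full inhibition for full effect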
Lmaj promast: Leishmania major promastigote growth inhibition; Leishmania major promastigotes, resazurin fluorescence viability; inhibition, % at 10 µM; 200,000 tested, 9% active; AID 1063; in the data active = inhibition above about 50%;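 also: promastigotes grown with compound for 44 hours at 28 °C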
RAM network inh: yeast RAM network inhibition; inhibition, % at 50 µM; S. cerevisiae dse1pr::URA3 reporter, 5-FOA growth OD615, 2 d; analog-sensitive cbk1-as2 kinase mutant strain; 190,000 tested, 1.8% active;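 active = inhibition above a set limit, 3 SD over mean compound inhibition, cut at about 8.4% in these data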;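 also: 0% = DMSO-only wells with no growth and 100% = 10 µM 1-NA-PP1 full growth; inhibition rescues growth on 5-FOA so higher OD means more RAM inhibition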
* marks the source's active call; other numbers are inactive results; nt = no result given. Rows were taken by chance. Share with any hit: about 12%.

SMILES	Efa HMGR inh	TNAP inh no acc	Hsp70 activator	PMI act hi M6P	PMI activator	S1P3 antag	DTT redox prof	TNAP inh hiacc	Lmaj promast	RAM network inh
O=C(O)C1C2C=CC(CC2)C1C(=O)O (stereo unspecified)	-7	-17	-0.2	1	1.1	nt	0.1	-5	-4	-0.9
O=C(Cc1ccccc1)N/N=C/c1ccccc1Cl	-1	-11	-0.3	0.9	0.9	nt	1.0	-6	7	6.1
COC(=O)c1ccc(Oc2nc(N(C)C)nc(N3CCOCC3)n2)cc1	-4	-9	-0.3	0.9	0.9	nt	1.9	-6	-2	3.0
N#Cc1ccccc1OCC(=O)OCC(=O)c1ccc2c(c1)NC(=O)CO2	0	-13	-0.3	1	1.1	nt	-0.4	-6	-1	6.0
CC(Oc1ccc(Cl)cc1Cl)c1ccn[nH]1 (stereo unspecified)	-10	-15	-0.2	0.9	1	-1	0.2	-5	-1	-1.2
COc1ccccc1N1CCN(C(=O)c2ccccc2NC(=O)C2CCCCC2C(=O)O)CC1 (stereo unspecified)	4	-7	-0.1	1	1	6	-0.3	-7	8	-0.3
Cc1cc2cc(CNC(=S)NCc3ccccc3)ccc2n1C	1	-25	-0.2	0.9	0.9	4	-0.1	-4	-3	6.5
CC1(C)CC(=O)CC(C)(C)N1OC(=O)c1ccncc1	1	-6	-0.4	1	0.9	-10	4.0	4	-6	1.2
Nc1nc(SCC(=O)Nc2ccccc2Oc2ccccc2)n[nH]1	5	-6	-0.2	0.9	1	-11	-0.1	-7	4	0.1
N#Cc1c2c(c(Nc3ccc(O)cc3)n3c1nc1ccccc13)CCC2	-9	6	-0.5	0.9	0.9	1	0.9	25	-6	3.5
CCN1C(=O)C2(C(C#N)=C(N)Oc3cc(C)oc(=O)c32)c2ccccc21 (stereo unspecified)	0	-4	-0.2	1	0.9	nt	-0.3	2	-6	2.8
CC(=O)Oc1ccc(C(=O)NCCc2ccccc2)cc1	-6	-10	0.1	1	1	-8	-0.9	-4	-4	3.5
COc1cccc(-n2ccnc2SCC(=O)Nc2ccccc2F)c1	3	-12	-0.3	1.1	0.9	-10	-1.6	-4	7	-1.4
Cc1ccc(-n2c(Cc3cccn3C)nnc2SCC(=O)NCc2ccco2)cc1	-8	-7	-0.3	1.2	1.1	-3	1.3	1	3	4.5
O=C(CCC(=O)OCC(=O)c1cccc([N+](=O)[O-])c1)Nc1cccc(Cl)c1Cl	4	-10	-0.2	1	1	nt	-2.8	-1	-8	3.8
Nc1nn(-c2cccc(F)n2)cc1-c1ccccc1	0	-18	0.1	1	1.1	-2	-2.3	-6	0	-0.4
C=CC(O)Cc1c(C)n[nH]c1C (stereo unspecified)	-4	-10	-0.7	1.1	1	nt	-3.3	-4	-4	1.6
Cc1ccc(NC(=O)c2cccs2)cc1[N+](=O)[O-]	-2	-7	0.0	0.9	0.9	5	-1.1	-6	6	0.2
Cc1cc2ccccc2nc1Br	-4	1	-0.4	1.1	1.1	-11	-0.7	-3	-3	0.5
Cc1ccc(NC(=S)NCc2ccc(S(N)(=O)=O)cc2)cc1Cl	-3	-4	-0.3	1	0.9	-2	-1.4	2	31	0.0
COc1ccccc1S(=O)(=O)c1ccccc1[N+](=O)[O-]	-2	-3	-0.1	0.8	0.9	0	-0.5	-3	13	0.7
CC(C)(C)/C(O)=C(/C#N)c1nc2ccccc2[nH]1	-4	-14	0.0	1.1	1.1	nt	0.1	-3	-2	-0.7
CCC(CO)n1c(SCc2cc(=O)oc3cc(C)ccc23)nc2ccccc2c1=O (stereo unspecified)	-2	-5	-0.3	0.9	0.8	nt	0.8	-3	1	1.7
COC(=O)c1cn(NC(=O)Cc2c(F)cccc2Cl)c(=O)c2ccccc12	0	-15	-0.1	1	1	15	-1.5	-6	3	2.7
CC1=NN(C(=O)Cn2nc([N+](=O)[O-])cc2C)C(O)(C(F)(F)F)C1 (stereo unspecified)	-2	-3	-0.2	0.9	0.9	-11	0.2	2	45	1.8

Single values from above.
COc1ccccc1S(=O)(=O)c1ccccc1[N+](=O)[O-] in PMI activator is entered as 0.9
Cc1cc2cc(CNC(=S)NCc3ccccc3)ccc2n1C in DTT redox prof is entered as -0.1
N#Cc1ccccc1OCC(=O)OCC(=O)c1ccc2c(c1)NC(=O)CO2 in TNAP inh hiacc is entered as -6
O=C(Cc1ccccc1)N/N=C/c1ccccc1Cl in Hsp70 activator is entered as -0.3
N#Cc1c2c(c(Nc3ccc(O)cc3)n3c1nc1ccccc13)CCC2 in PMI activator is entered as 0.9

In the list so far, these have a COOH group:
SMILES	Efa HMGR inh	TNAP inh no acc	Hsp70 activator	PMI act hi M6P	PMI activator	S1P3 antag	DTT redox prof	TNAP inh hiacc	Lmaj promast	RAM network inh
O=C(O)C1C2C=CC(CC2)C1C(=O)O (stereo unspecified)	-7	-17	-0.2	1	1.1	nt	0.1	-5	-4	-0.9
COc1ccccc1N1CCN(C(=O)c2ccccc2NC(=O)C2CCCCC2C(=O)O)CC1 (stereo unspecified)	4	-7	-0.1	1	1	6	-0.3	-7	8	-0.3

(further entries)
SMILES	Efa HMGR inh	TNAP inh no acc	Hsp70 activator	PMI act hi M6P	PMI activator	S1P3 antag	DTT redox prof	TNAP inh hiacc	Lmaj promast	RAM network inh
COC(=O)CCC/C=C1/SCC(NC(=O)c2ccccc2)C1=O (stereo unspecified)	-1	-21	-0.2	0.9	0.9	nt	0.1	-1	-1	2.0
C=CCS/C(=N\n1cnc2ccccc2c1=O)N(CC)CC	1	27	-0.6	1	1	nt	0.2	0	-1	0.1
COc1cccc(S(=O)(=O)c2nc(C)c3c(n2)CCC3)c1	3	-1	-0.1	1	1	-6	-0.1	4	1	0.6
CCOC(=O)c1cccc(NC(=O)CCNS(=O)(=O)c2ccc3c(c2)CCN3C(=O)CC)c1	0	-13	-0.3	1	1.1	15	-2.4	-8	0	4.4
CN(C(=O)c1c(Br)cnn1C)C12CC3CC(CC(C3)C1)C2	-1	-16	-0.3	1	1.1	-1	0.0	0	8	0.7
Cc1nn(S(=O)(=O)c2ccccc2)c(C)c1Sc1ccc([N+](=O)[O-])cc1	1	-6	-0.2	0.9	0.9	nt	-3.6	-4	3	0.2
Cc1ccc(NC(=O)C(=O)NCCc2c[nH]c3ccccc23)cc1C	0	-1	0.2	0.8	0.8	-9	-2.2	-5	-3	4.3
COc1ccc(N2C(=O)CC(Sc3ncccc3C(=O)O)C2=O)cc1 (stereo unspecified)	-5	-11	0.5	1.1	1	nt	0.1	0	-6	1.6
CCN(CCO)Cc1csc2ccc(Cl)cc12	1	1	0.6	1.2	1.1	6	-0.2	-4	-2	-0.5
Oc1c(Cl)cc(Cl)cc1/C=C/c1ccc2cccc(O)c2n1	-6	7	0.6	1.1	1.1	7	0.2	28	46	3.6
C/C(=N\NC(=O)c1ccc(N(C)C)cc1)c1ccc(C)c(C)c1	-12	-38	-0.2	1	1	-1	-0.2	3	2	0.5
Cn1ncc2c(NNC(=O)c3ccccc3Cl)ncnc21	-8	-62	-0.4	0.8	0.8	-7	1.2	-2	-4	2.0
CCN(CC)S(=O)(=O)c1ccc(C(=O)OCC(=O)Nc2ccc(-c3nc4ccc(C)cc4s3)cc2)cc1	-6	-6	-0.2	0.9	0.9	5	0.5	-4	58*	1.0
CCOC(=O)c1ccc(COC(=O)c2ccc3c(c2)-c2ccccc2C3=O)cc1	-8	-11	-0.3	1	1	nt	3.4	-4	-5	12*
OC(COCc1cccs1)CN1CCN(c2cccc(Cl)c2)CC1 (stereo unspecified)	-2	-10	-0.2	1.1	1.1	-8	0.1	-6	99*	0.5
CCCCCCn1c(N2CCC(C(N)=O)CC2)nc2c1c(=O)n(C)c(=O)n2C	3	-6	-0.1	1.1	1	-6	0.1	-2	5	-0.9
CC1=C(C(=O)OCC(Cl)(Cl)Cl)N2C(=O)C(NC(=O)Cc3ccccc3)C2SC1 (stereo unspecified)	-7	-5	-0.1	0.9	0.9	-9	0.0	-3	-4	4.8
Cc1ccc(S(=O)(=O)n2c3ccc(F)cc3c3nc(C)sc32)cc1	-1	-5	-0.3	0.9	0.9	13	0.0	2	3	4.6

A stretch from further up, for reference:
SMILES	Efa HMGR inh	TNAP inh no acc	Hsp70 activator	PMI act hi M6P	PMI activator	S1P3 antag	DTT redox prof	TNAP inh hiacc	Lmaj promast	RAM network inh
CCC(CO)n1c(SCc2cc(=O)oc3cc(C)ccc23)nc2ccccc2c1=O (stereo unspecified)	-2	-5	-0.3	0.9	0.8	nt	0.8	-3	1	1.7
COC(=O)c1cn(NC(=O)Cc2c(F)cccc2Cl)c(=O)c2ccccc12	0	-15	-0.1	1	1	15	-1.5	-6	3	2.7
CC1=NN(C(=O)Cn2nc([N+](=O)[O-])cc2C)C(O)(C(F)(F)F)C1 (stereo unspecified)	-2	-3	-0.2	0.9	0.9	-11	0.2	2	45	1.8
COC(=O)CCC/C=C1/SCC(NC(=O)c2ccccc2)C1=O (stereo unspecified)	-1	-21	-0.2	0.9	0.9	nt	0.1	-1	-1	2.0

Compound activity: PubChem, several laboratories
